Source: PubChem BioAssay (Sanford-Burnham Center for Chemical Genomics)
CCR6 antagonist – CCR6 receptor antagonists, primary screen, cell-based, CHO-K1, luminescence, beta-arrestin, uHTS; CHO-K1 CCR6 PathHunter beta-arrestin, CCL20-stimulated; inhibition, % at 20 µM; C-C chemokine receptor type 6 (Homo sapiens), P51684; 0.49% of 340,000 active;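 active = compounds whose inhibition of the agonist-driven luminescence signal at 20 µM reaches about 50%, limit read from the data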;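 note: cells stimulated with CCL20 at 14 nM final; plate controls were DMSO with CCL20 for no effect and DMSO without agonist for full effect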
Target sequence (P51684 whole entry, looked up): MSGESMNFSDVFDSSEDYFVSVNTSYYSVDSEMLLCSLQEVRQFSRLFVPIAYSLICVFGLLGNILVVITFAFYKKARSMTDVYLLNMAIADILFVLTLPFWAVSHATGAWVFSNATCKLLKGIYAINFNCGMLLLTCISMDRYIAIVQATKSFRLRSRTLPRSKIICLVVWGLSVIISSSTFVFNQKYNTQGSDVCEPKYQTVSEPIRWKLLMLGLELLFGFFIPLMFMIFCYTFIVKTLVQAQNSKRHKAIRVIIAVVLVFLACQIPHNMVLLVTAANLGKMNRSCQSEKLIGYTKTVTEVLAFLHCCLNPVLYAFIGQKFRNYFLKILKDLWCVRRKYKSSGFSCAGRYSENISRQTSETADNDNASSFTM
UPR CHOP act – activators of apoptotic CHOP UPR arm, primary screen, cell-based, CHO-CHOP luciferase reporter, luminescence, uHTS; UPR activation; percent of tunicamycin response over DMSO baseline; activation, % at 10 µM; 0.34% of 330,000 active;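 active = at 10 µM dose, activation of 40% or more, normalized to positive control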;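 note: 100% = tunicamycin at 10 µg/mL and 0% = DMSO alone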
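Dosing – one dose, 10 µM in 0.5% DMSO · System – CHO-CHOP cells, stable luciferase reporter of PERK-eIF2a-CHOP signalling · Input – 500 cells/well · Control set – tunicamycin 10 µg/mL final as positive, DMSO-only wells as negative · Timing – 6 h compound treatment, 37 °C · Measure – % activation vs tunicamycin · Technique – luminescence read with Steady-Glo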
697 NFkB inh – inhibitors of PMA/ionomycin-induced NF-kB reporter, 697 cells, primary screen, B-cell NF-kB inhibitor project, cell-based, luminescence, uHTS; 697 B-cell NF-kB luciferase reporter, 16 h; inhibition, % at 4 µM; 0.33% of 330,000 active; AID 435022, 2010; in the data active = inhibition above about 35%
EBI2 block – EBI2 receptor antagonists, beta-arrestin recruitment, primary screen, cell-based, luminescence, 7a,25-OHC stimulation, uHTS. G-protein coupled receptor 183 (Homo sapiens), P32249. 7a,25-OHC stimulated. inhibition, % at 5 µM. 0.81% of 360,000 active. AID 651636, 2012; in the data active = inhibition above about 38%;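 note: enzyme fragment complementation signal reports receptor beta-arrestin coupling in cells; 0% = agonist plus DMSO wells and 100% = wells without agonist; some results beyond the cut were filed as inactive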
Target sequence (P32249 whole entry, looked up, the tested form may be a part): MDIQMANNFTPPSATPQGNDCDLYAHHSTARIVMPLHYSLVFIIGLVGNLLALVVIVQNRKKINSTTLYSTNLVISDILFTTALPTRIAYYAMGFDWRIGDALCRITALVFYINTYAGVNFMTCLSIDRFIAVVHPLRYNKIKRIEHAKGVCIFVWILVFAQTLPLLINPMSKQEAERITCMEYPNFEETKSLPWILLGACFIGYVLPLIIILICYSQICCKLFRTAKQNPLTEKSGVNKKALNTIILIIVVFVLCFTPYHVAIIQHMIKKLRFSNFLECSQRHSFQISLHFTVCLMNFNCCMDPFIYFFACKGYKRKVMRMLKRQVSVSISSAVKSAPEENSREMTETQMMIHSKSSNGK
CXCR6 inh – CXCR6 receptor inhibitors, primary screen, cell-based, beta-arrestin, luminescence, CHO-K1 PathHunter, 1536-well. C-X-C chemokine receptor type 6 (Homo sapiens), O00574. inhibition, % at 20 µM. 0.36% of 360,000 active; in the data active = inhibition above about 34%, passing the limit was not always enough;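 note: antagonist mode with CXCL16 agonist at 10 nM final; 0% = 10 nM CXCL16 with DMSO and 100% = unstimulated wells without agonist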
Target sequence (O00574 whole entry, looked up): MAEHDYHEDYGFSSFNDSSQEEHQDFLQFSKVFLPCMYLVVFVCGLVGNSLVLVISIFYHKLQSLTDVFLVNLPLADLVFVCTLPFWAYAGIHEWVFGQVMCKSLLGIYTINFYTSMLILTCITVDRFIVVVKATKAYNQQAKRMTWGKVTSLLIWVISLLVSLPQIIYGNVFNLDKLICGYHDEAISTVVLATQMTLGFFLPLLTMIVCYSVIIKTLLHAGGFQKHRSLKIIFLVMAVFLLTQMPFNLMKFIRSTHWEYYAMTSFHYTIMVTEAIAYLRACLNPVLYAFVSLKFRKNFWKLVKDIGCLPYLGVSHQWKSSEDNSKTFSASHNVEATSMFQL
Jurkat NFkB inh – inhibitors of induced NF-kB luciferase reporter, primary screen, TCR NF-kB activation inhibitor project, cell-based, luminescence, uHTS; inhibition, % at 4 µM; AID 435003, 2010; Jurkat, PMA/ionomycin-induced NF-kB luciferase reporter; 0.53% of 330,000 active; in the data active = inhibition above about 50%
Gli-Sufu antag – Gli-Sufu pathway antagonists, primary screen, luciferase luminescence, Sufu-KO-LIGHT cells, uHTS | Sufu-KO-LIGHT fibroblasts, Gli luciferase reporter luminescence | inhibition, % at 5 µM | 0.74% of 340,000 active | AID 588413, 2011;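 active = inhibition above about 55%, limit read from the data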;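 note: 0% = DMSO-treated cells and 100% = wells with medium but no cells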
Mdm2 MdmX PPI – inhibitors of human Mdm2-MdmX association, primary screen, cell-based, luminescence, split luciferase, SaOS-2, uHTS | inhibition, % at 8 µM | 3% of 330,000 active | SaOS-2 split-luciferase Mdm2/MdmX complementation | Protein Mdm4 (Homo sapiens) + E3 ubiquitin-protein ligase Mdm2 (Homo sapiens), …;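 active = inhibition of at least 50% at 8 µM in the primary screen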
XBP1 UPR activ – activators of adaptive XBP1 UPR arm, primary screen, cell-based, CHO-XBP1 luciferase reporter, luminescence, uHTS | IRE1-XBP1 UPR activation; percent of tunicamycin response, DMSO as zero | activation, % at 20 µM | 0.33% of 330,000 active | AID 463104, 2010;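 active = versus positive control, 20 µM dose yields 30% or more activation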;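 note: 100% = tunicamycin at 10 µg/mL and 0% = DMSO only wells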
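Material: CHO-XBP1 cells stably carrying IRE1-XBP1-driven luciferase reporter / Amount: 1000 cells per well / Compound: 20 µM, 1% DMSO / Times: 6 h treatment, 37 °C / Detection: luciferase luminescence / Measure: % activation of reporter signal versus tunicamycin and DMSO controls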
Numbers without * were called inactive; nt = not tested or not shown. Rows were taken by chance. Share with any hit: about 5%.

SMILES	CCR6 antagonist	UPR CHOP act	697 NFkB inh	EBI2 block	CXCR6 inh	Jurkat NFkB inh	Gli-Sufu antag	Mdm2 MdmX PPI	XBP1 UPR activ
C=CCOc1ccn(C)c(=O)n1	0.6	1.2	1.4	-5.0	-4.8	11.0	-9.4	-29.4	6.8
O=C(c1ccco1)N1CCCSC1=Nc1ccccc1	-1.5	0.8	15.7	-8.2	3.1	-2.3	-1.8	-13.4	0.8
CN(Cc1ccccc1)C(=O)c1ccc2c(c1)OCCO2	12.2	0.0	20.8	-4.9	-9.9	6.3	-41.3	-0.8	0.7
COc1ccc(C)cc1S(=O)(=O)Nc1ccc(F)c(Cl)c1	16.6	-0.5	-24.2	4.3	-6.3	-0.2	1.4	-8.7	-4.1
C=C1CCN([C@@H](CC(C)C)C(=O)O)S(=O)(=O)c2ccccc21	-4.9	0.5	-10.1	-6.3	-2.5	-4.8	-4.0	5.0	0.8
COc1cccc(/C=N/Nc2nc(N3CCCC3)nc(N3CCCC3)n2)c1O	0.8	2.3	17.3	18.0	-3.1	-12.2	5.2	10.7	-2.7
Cc1nc(N2CCN(c3ccccc3)CC2)nc2c1C(=O)CC(c1ccccc1)C2 (configuration not stated)	12.5	0.6	-1.5	27.7	7.2	-4.5	2.7	8.6	-1.5
CCCCCCOC(=O)C[N+](C)(C)CCOC1CC2CCC1(C)C2(C)C (configuration not stated)	12.1	-1.5	13.6	-4.8	-2.5	14.4	-2.7	67.0*	24.4
CC(C)NC(=O)NC(=O)COc1c(F)c(F)cc(F)c1F	17.6	-0.8	4.7	-7.7	1.6	-3.7	-5.1	26.0	2.3
O=C(O)C1CCC(CN(Cc2cccc(Br)c2)C(=S)Nc2ccccc2F)CC1 (configuration not stated)	1.9	0.5	22.3	2.7	-0.2	5.1	5.4	6.2	-8.8
COc1cc2c(cc1OC)C1CCN3C(=O)CCC3N1CC2 (configuration not stated)	2.1	nt	nt	-6.3	2.9	nt	-16.7	nt	nt
COc1cccc(CNS(=O)(=O)c2cc(Br)cc3c2N(C(C)=O)C(C)C3)c1 (configuration not stated)	11.2	-0.9	19.2	1.9	0.4	-6.5	1.9	20.3	-4.1
Cc1ccc(OCC(=O)NC2CCSc3ccccc32)cc1 (configuration not stated)	12.2	1.4	-15.5	36.5	-5.8	-5.4	-10.3	-9.2	-1.7
FC(F)(F)c1ccc(Oc2ccc3c(C(F)(F)F)cc(C(F)(F)F)nc3n2)cc1	8.2	-0.4	14.4	-1.0	-1.4	-10.0	12.7	-16.5	-0.3
Cc1nc(NC(=O)CSc2nnc(-c3ccc4c(c3)OCO4)o2)c(Cl)cc1Cl	16.3	0.5	1.2	-9.9	10.0	-0.3	-9.0	11.0	-0.5
Cc1cc(C)nc(SCNC(=O)c2ccc(Cl)cc2)n1	-2.2	-0.4	1.6	-3.6	-5.1	7.7	6.9	1.7	0.9
O=C(NCC1CCCO1)c1ccccc1NS(=O)(=O)c1ccc(F)cc1 (configuration not stated)	14.8	-0.6	-11.5	9.1	-3.0	-16.3	-28.3	14.4	-4.2
O=C(Nc1ccc(Cl)cc1C(F)(F)F)c1ccc(Cl)cc1	27.5	3.8	-34.3	0.9	-8.3	-14.3	-24.0	-40.3	4.7
N#Cc1c(N)n[nH]c1CCCN	10.9	0.7	11.1	-5.5	6.0	10.7	1.0	19.2	1.6
O=C(O)CSc1cccnc1Sc1ccc(Cl)cc1	6.8	2.3	22.1	3.0	-5.3	12.2	3.6	11.9	3.1
CCc1nonc1NC(=O)COc1cc(C)c(Cl)c(C)c1	-3.9	0.7	-6.8	-7.8	-12.5	2.4	-7.6	-18.8	-1.6
CN1CCN(CCCCC(=O)c2ccccc2)CC1	-5.7	-1.4	-5.3	5.0	-7.2	-17.6	-1.4	17.8	-2.3
O=C(NC1CCN(Cc2ccccc2)CC1)c1cccc(S(=O)(=O)Nc2ccc(F)cc2)c1	-4.5	-3.1	-42.0	5.4	1.8	32.0	26.4	29.1	0.2
CC(=O)C1=C(C)NC(=O)NC1c1ccc(OC2CCCC2)cc1 (configuration not stated)	-15.1	1.3	-22.2	-30.7	-8.4	8.8	-1.4	14.0	1.0
CN(C(=O)c1cc2c(=O)n3ccccc3nc2n1C)C1CCCCC1	-4.2	-0.3	-86.0	-0.4	9.5	-79.3	-66.5	-36.6	-2.3
C=CCC1CCC/C(=N\NS(=O)(=O)c2ccc(C)cc2)C1 (configuration not stated)	0.8	-1.1	3.1	-2.1	-0.3	-8.7	-20.6	-19.5	-1.7
O=C(N/N=C/c1cccnc1)c1ccccc1OCc1ccc(Cl)cc1	nt	-0.5	-3.5	nt	nt	8.7	nt	26.9	-0.3
Cn1c(O)c(N=NC(=N)N)c2ccccc21	-7.0	-1.8	1.3	8.7	8.0	9.4	-0.3	12.1	-0.4
CN(C)CCCN(C(=O)c1ccc2c(c1)OCCO2)c1nc2ccc(Cl)cc2s1	nt	-0.1	-58.4	7.4	2.7	-21.0	nt	44.5	5.1
O=C(CS(=O)CC(=O)N(c1ccccc1)C(C(=O)NC1CCCC1)c1cccs1)Nc1ccc(F)cc1 (configuration not stated)	-1.1	7.7	-3.9	3.4	5.8	6.8	-5.4	3.0	5.3
C=CCn1c(SCC(=O)Nc2ccccc2F)nc2ccccc2c1=O	9.2	3.5	2.5	13.4	-0.7	13.6	-3.5	-0.3	-4.1
CCCc1cc(=O)[nH]c(SCCCCN2C(=O)c3ccccc3C2=O)n1	-2.2	-0.9	-11.3	4.7	-4.5	12.4	-2.3	12.7	-4.5
O=C(CSc1nnc(-c2ccco2)n1-c1ccccc1)NCCc1ccccc1	13.3	-0.6	-22.2	19.9	17.8	-16.3	-5.8	5.6	-1.3
CCOC(=O)C(C)Sc1snnc1C (configuration not stated)	-5.3	-0.1	8.1	0.4	-5.1	7.0	0.5	10.1	-1.9
Nc1cc(-c2ccc(Cl)cc2)nn1S(=O)(=O)c1cccc2nsnc12	18.2	-1.7	-1.8	7.2	5.4	-0.3	4.1	37.6	-1.9
O=C(COc1ccc(Br)cc1)NCc1ccccn1	12.0	1.2	-12.0	5.9	-5.5	-17.1	-15.2	7.8	-1.6
CCCCC12CN3CC(C)(CN(C1)C3c1ccc([N+](=O)[O-])o1)C2=O (configuration not stated)	-9.7	0.2	8.2	-1.5	-0.6	-7.8	4.5	35.4	-2.2
CCC1(C)Cc2[nH]c(=O)c(C#N)cc2CO1 (configuration not stated)	2.6	-0.1	17.4	-4.8	-4.5	5.4	3.9	9.2	-3.5
CCOc1ccc(N(C(=O)c2snc(C(N)=O)c2N)C(C)C(=O)NC2CCCCC2)cc1 (configuration not stated)	-9.0	1.4	-1.6	11.2	6.5	0.9	-1.4	23.3	-2.5
Cc1ccc(-n2c(Cl)c(Cl)nc(Cl)c2=O)cc1	82.1*	nt	nt	52.2*	60.7*	nt	10.5	nt	nt
Cc1cc(OCc2ccc(C(=O)NN=C3CCCC3)cc2)ccc1Cl	13.0	1.3	-39.4	-16.6	-11.2	-60.5	-13.0	4.1	-1.6
CCCCCCCC[n+]1cccc2c3ccccc3ccc21	7.1	10.4	17.8	-3.4	-0.6	47.3	90.5*	86.4*	4.0
CC1Cc2cc(S(=O)(=O)NCCC(=O)NCc3ccc(F)cc3)ccc2N1C(=O)C1CC1 (configuration not stated)	11.4	-0.6	-15.7	-1.8	-3.3	-0.7	13.6	3.0	-4.5
CCn1c(O)c(N=NC(=O)Cn2ccc(C(F)(F)F)n2)c2ccccc21	1.1	-0.9	8.7	-14.8	0.3	4.0	-0.2	9.3	-0.4
CCOC(=O)[C@@H]1[C@H]2COc3ccc(Br)cc3[C@H]2N2C(=O)N(c3ccc(OC)cc3)C(=O)[C@]12C	3.8	0.2	2.7	2.1	5.9	-5.6	-0.6	-14.4	0.5
Cn1cc(C(=O)Nc2cccc(F)c2)cn1	7.7	1.4	1.5	-13.8	5.4	-15.0	-1.4	15.1	-1.4
COc1ccccc1N(CC(=O)NC1CCCCC1)S(C)(=O)=O	3.7	-0.6	-14.5	0.2	-1.3	-2.0	2.1	-11.4	-2.3
CCc1nnc2cccc(Cl)n12	-3.9	-1.9	17.5	-6.9	-12.0	5.8	-6.9	0.2	-3.3
O=C(NCc1ccc2[nH]c3c(c2c1)CCCC3)N1CCOCC1	nt	0.0	21.5	nt	nt	4.5	nt	4.5	0.2
O=C(O)C1=C[C@@H](O)[C@@H](O)[C@H](O)C1	15.1	nt	nt	-7.6	-2.2	nt	6.0	nt	nt
CCn1c(=O)c2cc(C(=O)N(C)c3cc(C)ccc3OC)sc2c2ccccc21	23.4	0.0	7.5	-3.6	17.0	0.6	12.5	12.0	2.3
COCCn1c(SCc2ccccc2F)nc2ccccc2c1=O	3.5	-0.5	-31.0	-7.3	5.9	-1.1	-0.9	21.6	-2.6
CC(C)(C)c1ccc(C(CC(=O)O)NC(=O)Cc2ccc(Cl)cc2)cc1 (configuration not stated)	0.7	-1.4	5.2	4.8	-0.1	-7.6	-0.6	19.0	0.2
O=C(CCNC(=O)c1ccccc1Cl)Nc1cc(S(=O)(=O)N2CCOCC2)ccc1N1CCCC1	5.6	-1.7	12.4	-0.1	-4.7	-1.8	9.4	7.4	-2.2
Nc1nc(N)c(N=Nc2ccc(C(=O)O)cc2)c(N)n1	7.4	0.8	11.8	-1.7	-5.5	-11.3	8.8	-1.2	1.2
Cc1ccc(CNC(=O)C2CCN(c3nc(C)cc(C)n3)CC2)cc1	-6.4	3.8	7.6	17.5	7.4	-3.8	35.6	24.1	-1.3
O=C(NCCNC(=O)c1cnccn1)c1cccc(Cl)c1	1.4	1.0	-9.0	-4.5	-1.1	-13.6	16.3	-5.3	3.4
NS(=O)(=O)c1ccc(CCNC(=O)c2cnc(Cl)c(Cl)c2)cc1	1.0	-0.9	6.4	2.7	2.3	-0.1	-8.6	20.9	-0.7

Part of the list above in order of molecular weight, descending.
SMILES	CCR6 antagonist	UPR CHOP act	697 NFkB inh	EBI2 block	CXCR6 inh	Jurkat NFkB inh	Gli-Sufu antag	Mdm2 MdmX PPI	XBP1 UPR activ
O=C(CCNC(=O)c1ccccc1Cl)Nc1cc(S(=O)(=O)N2CCOCC2)ccc1N1CCCC1	5.6	-1.7	12.4	-0.1	-4.7	-1.8	9.4	7.4	-2.2
CCn1c(=O)c2cc(C(=O)N(C)c3cc(C)ccc3OC)sc2c2ccccc21	23.4	0.0	7.5	-3.6	17.0	0.6	12.5	12.0	2.3
O=C(O)C1=C[C@@H](O)[C@@H](O)[C@H](O)C1	15.1	nt	nt	-7.6	-2.2	nt	6.0	nt	nt
